Assay outcomes: PubChem BioAssay, several laboratories
Myeloid diff MLP – compounds promoting myeloid differentiation | 360,000 compounds, 1% hits | calls only at 10 µM | ER-HoxA9 myeloid progenitors, lysozyme-GFP differentiation, flow cytometry;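 active means normalized GFP-positive differentiation at or above the plate's own cutoff, the solvent-only control mean plus 3 SD; inconclusive means no clear call, values can overlap the other calls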;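 further: cells exposed to compound for four days before flow analysis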
PMI inhibition – MPI inhibition at elevated mannose 6-phosphate – biochemical, fluorescence intensity, high mannose 6-phosphate, primary screen (AID 1220); recombinant PMI enzyme, coupled fluorescence intensity; higher % means a stronger effect; 190,000 compounds, 0.66% hits; inhibition, % at 20 µM, or IC50 in µM where a hit was titrated
PMI inhibitors – inhibitors of human PMI, primary screen, biochemical, fluorescence intensity, coupled assay (AID 1209); purified PMI enzyme, coupled fluorescence intensity; higher % means a stronger effect; inhibition, % at 20 µM; hits with a dose series show IC50 in µM; 190,000 compounds, 0.42% hits;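 further: plate controls were DMSO vehicle for no effect and wells lacking substrate for full effect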
UTI89 phage lysis – protection from phage-mediated lysis, alamar blue read-out – E. coli UTI89, K1F phage, bacterial capsule biogenesis inhibitors (AID 488966). E. coli UTI89 K1F phage lysis, alamar blue, 2 h; higher % means a stronger effect. 340,000 compounds, 0.02% hits. inhibition, % at 100 µM; hits with a dose series show IC50 in µM;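 active means phage lysis inhibition, versus mean bacterial control, above a set limit; inconclusive means no clear call, values can overlap the other calls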;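 further: capsule biogenesis inhibitors block K1F phage lysis so surviving cells raise fluorescence; higher fluorescence means more inhibition of phage lysis; actives were called in the ten point dose series up to 300 µM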
WT yeast gro inh – growth inhibition of WT yeast, mitochondrial fusion screen | mitochondrial fusion phenotypic screen, WT strain | inhibition, % at 10 µM | 190,000 compounds, 2.1% hits; in the data active means inhibition above about 58%; tested in S. cerevisiae
M1AAP inhibition – malaria alanyl aminopeptidase activity blockers – biochemical, fluorogenic H-Leu-NHMec substrate, 1536-well (AID 1445); recombinant M1AAP, H-Leu-NHMec fluorogenic kinetic assay; higher % means a stronger effect; inhibition, % at 30 µM; hits with a dose series show IC50 in µM; 220,000 compounds, 0.42% hits;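 active means primary inhibition above the hit cutoff, then over 50% inhibition at one or more dose response concentrations, cut at about 23% in these data, passing the limit was not always enough; inconclusive means conflicting primary data, or primary hits not chosen for dose response; inactive means low primary inhibition, or under 50% at every dose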;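 further: plate controls were DMSO full reaction for no effect and no enzyme background for full effect; strong numbers were not always called active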
TNAP activators – stimulation of alkaline phosphatase TNAP activity – biochemical, luminescent, no phosphate acceptor, uHTS, primary screen (AID 1001) | purified TNAP, luminescent activation assay, no phosphate acceptor; higher activation fold means a stronger effect | activation fold at 20 µM; hits with a dose series show EC50 in µM | 200,000 compounds, 0.03% hits; in the data active means activation fold from about 3, or a potency from the dose series; inactive means the rest, 99 in 100 with activation fold below about 1.6; further: many of its hits are not listed in these tables
Lipid droplet – hepatic lipid droplet formation modulation; inhibition, % at 6.5 µM; 240,000 compounds, 0.4% hits; AML12 mouse hepatocytes, oleate lipid droplets, BODIPY imaging;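 active means lipid droplet intensity inhibited by at least 50%, with more than 500 cells counted; inconclusive means wells with under 300 cells, treated as cytotoxic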
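Test system: AML12 hepatocytes (mouse); reagent: oleate loading, 100 µM; dosing: one dose, 6.5 µM compound; incubation: overnight exposure; signal: fluorescence imaging, 20x objective, two fields per well; read-out basis: % inhibition of corrected integrated BODIPY droplet signal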
ER stress rescue – protection against thapsigargin-triggered cell killing – 384-well, CSM14.1, ATP luminescence, primary screen (AID 1222); CSM14.1 thapsigargin-induced death rescue, ATP luminescence; higher % means a stronger effect; 190,000 tested, under 10 active; cellular ATP content (survival), % at 20 µM, or EC50 in µM where a hit was titrated;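 active means EC50 below 50 µM in the dose-response confirmation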;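 further: death triggered by thapsigargin at about 15 µM added after 2 h compound pretreatment; cell ATP read after overnight thapsigargin exposure of roughly 18 to 22 hours; normalized against plate controls of thapsigargin alone and 5% DMSO vehicle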
WT yeast gro inh mutant strain – recorded beside WT yeast gro inh, whose call it bears; inhibition, %; mitochondrial fusion phenotypic screen, mutant strain inhibition
Lipid droplet cells 6.5 µM – recorded beside Lipid droplet, whose call it bears; cell count; measured here: cell count, cytotoxicity flag;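 cells counted across two imaged fields per well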
Myeloid diff MLP GFP+ MAC1+ % – further read-out of Myeloid diff MLP, marked with its call; GFP+ MAC1+ double positive, %; measured here: differentiation confirmed by MAC1 staining
* = called active by the depositor; i = inactive; ? = inconclusive; / = not tested or not shown; + = active, no number; [ ] = another dose, or the depositor's remark. Unless noted, no stated cut-off is given here; in the data, active means inhibition above about 50%; inactive means the rest.

No.	SMILES	Lipid droplet cells 6.5 µM	M1AAP inhibition	WT yeast gro inh mutant strain	Lipid droplet	WT yeast gro inh	PMI inhibition	TNAP activators	Myeloid diff MLP	Myeloid diff MLP GFP+ MAC1+ %	PMI inhibitors	ER stress rescue	UTI89 phage lysis
1	CCCN1C(=O)C(O)(C2CC(=O)CC(C)(C)O2)c2ccccc21 (stereo unspecified)	773	3%	24	4	13	-5%	1	i	1.4	2%	4.0%	1.2%
2	CCOC(=O)c1cccc(NC(=O)CSc2nc3cccnc3n2C)c1	668	6%	6	-2	2	10%	1.1	i	0.4	10%	/	1.9%
3	COC(=O)C(=O)Nc1nnc(COc2ccccc2)s1	/	5%	4	/	7	1%	1.1	i	0.0	5%	-0.6%	13%
4	COc1ccc(CNC(=O)C2CC(c3cccc(OC)c3)=NO2)cc1 (stereo unspecified)	/	-9%	-1	/	0	-4%	1	/	/	2%	-2.0%	2.7%
5	CN(c1ccc(OCC(=O)NC2CCCC2)cc1)S(=O)(=O)c1cccs1	796	2%	8	-1	6	-4%	1.2	i	1.3	-3%	-0.8%	-0.1%
6	Cc1nn(-c2cc(C(F)(F)F)ccn2)c(=O)o1	716	3%	/	5	/	/	/	i	0.4	/	/	0.1%
7	Cc1ccc(CNc2nc(C)nc3sc4c(c23)CCC4)cc1	/	-2%	-5	/	6	7%	1.1	i	0.7	10%	-1.2%	?
8	Cc1[nH]c2ccc3ncccc3c2c1C	608	2%	16	19	0	0%	1.1	i	0.5	-20%	-0.2%	1.3%[50 µM]
9	Cc1ccccc1NS(=O)(=O)c1ccc(OCC(=O)N2CCCCC2)cc1	708	0%	-37	-2	-2	-1%	1.1	+	18*	2%	-3.5%	-3.5%
10	CCCCNC(=O)CCn1c(=O)c2ccccc2n(Cc2ccc(Cl)cc2)c1=O	686	-3%	-5	-3	8	-10%	1.1	i	0.4	4%	-2.2%	2.0%[50 µM]
11	CNC(=O)/C(C#N)=C1/SC(Cc2ccc(F)cc2)C(=O)N1c1ccccc1 (stereo unspecified)	727	0%	/	17	/	/	/	i	0.5	/	/	0.0%
12	CCOC(=O)CC1=Nc2ccccc2NC(=O)C1	738	2%	-2	-4	11	-4%	1.1	i	2.5	3%	2.9%	0.2%
13	O=[N+]([O-])c1cnc(Sc2ccncn2)s1	729	2%	/	-4	/	/	/	?	/	/	/	-1.1%
14	CC(=O)Oc1ccc2cc(-c3nc4ccccc4n3C)c(=O)oc2c1	/	3%	13	/	4	12%	1.2	i	1.4	3%	2.5%	0.3%
15	Oc1ccccc1C(=S)N1CCCCCC1	773	1%	7	-12	-12	-30%	1.1	i	0.5	-12%	1.1%	0.5%
16	CC(C)Cc1nc(N2CCOCC2)c(C#N)c2c1COC(C)(C)C2	/	13%	2	/	2	5%	1.1	i	0.8	2%	3.6%	0.0%
17	CCC(Sc1nc(C)cc(C)n1)C(=O)Nc1cc(C)on1 (stereo unspecified)	708	3%	14	-24	1	-8%	1.1	i	0.1	4%	2.0%	-2.7%
18	Cc1ccccc1CSc1nnc(-c2ccccc2)c(=O)[nH]1	720	9%	-14	3	13	3%	1	i	0.5	5%	-3.8%	-0.8%
19	CCN(CC)c1ccc(C(=O)N/N=C/c2ccc(N3CCOCC3)cc2)cc1	593	11%	13	-8	15	-1%	1.2	i	0.3	-3%	-0.8%	0.3%
20	O=C(COc1nsnc1N1CCOCC1)N1CCOCC1	/	-1%	-20	/	-7	-7%	1	i	1.8	-17%	-0.5%	0.1%
21	O=C(Nc1nccs1)c1ccc(COc2ccc(F)cc2)o1	807	1%	7	2	7	-2%	1.1	i	4.1	3%	0.8%	0.2%
22	Cc1cc(NC(=O)Nc2ccc(Cl)cc2)n(-c2ccccc2)n1	691	2%	/	2	/	/	/	i	0.4	/	/	0.6%
23	O=C(CCCN1C(=O)S/C(=C\c2ccccc2)C1=O)NNC(=O)c1ccccc1O	713	-2%	-25	-6	9	-16%	2.4	/	/	-10%	0.6%	-1.4%
24	CN(C)c1ccc(N/C=C/C(=O)c2ccco2)cc1	788	8%	3	-10	37	33%	1	i	0.8	39%	-3.0%	1.2%
25	O=C(Cc1ccc(S(=O)(=O)N2CCOCC2)s1)Nc1ccccc1N1CCOCC1	725	7%	-4	-19	-5	1%	1	i	1.1	-17%	0.0%	0.0%
26	O=C(CSc1nccc(=O)[nH]1)N1CCN(c2ccccc2)CC1	650	1%	4	-7	2	-1%	1.1	i	0.0	-7%	-0.6%	0.3%
27	COc1cc([N+](=O)[O-])ccc1NC(=O)Nc1ccc2c(c1)OCCO2	659	4%	6	16	0	10%	1.1	i	1.7	5%	-2.1%	0.1%
28	CCOc1ccc(NC(=O)N[C@@H](Cc2ccccc2)C(=O)O)cc1	806	-2%	/	12	/	/	/	i	0.2	/	/	0.2%
29	COc1ccc(OC)c2c1CC(C)(C)NC2=O	633	9%	4	1	7	3%	1.1	i	0.9	6%	/	-7.2%
30	CC(c1ccccc1)N(CC(=O)NC1CCCCC1)S(=O)(=O)c1cccc(C(F)(F)F)c1 (stereo unspecified)	678	-7%	-4.3*	-20	69*	12%	1.1	i	1.9	12%	0.9%	0.1%[50 µM]
31	O=C(COC(=O)c1cc(S(=O)(=O)N2CCOCC2)ccc1Cl)Nc1ccc2c(c1)OCO2	745	13%	-4	2	-6	14%	1.1	i	1.0	25%	5.4%	9.5%
32	Cc1cc(C)c(C(=O)COC(=O)[C@H](C)Nc2ccc(C(F)(F)F)cc2[N+](=O)[O-])c(C)c1	770	1%	-16	-8	-5	8%	1	i	2.2	9%	2.7%	0.8%
33	CCCCc1[nH]c(=O)c(C#N)c2c1CSC(C)(C)C2	/	24%*	6	/	-3	9%	1.1	i	1.1	0%	2.8%	-0.1%
34	O=C(N/N=C/c1ccc(O)c([N+](=O)[O-])c1)c1ccncc1	664	12%	/	-7	/	/	/	i	0.3	/	/	0.7%
35	Cc1ccc(-n2ncc(C#N)c2N)cc1	667	-2%	/	22	/	/	/	i	0.4	/	/	1.1%
36	COc1ccc(N(CC(=O)NCc2cccc(OC)c2)S(=O)(=O)c2c(C)noc2C)cc1	/	1%	-7	/	19	5%	1.1	i	0.5	6%	0.9%	0.0%
37	CCCCNc1ncnc2c1cnn2-c1ccc(Cl)cc1	731	4%	12	6	14	15%	1.1	?	/	16%	-4.9%	1.3%
38	CC(C)(C)NS(=O)(=O)c1ccc(CCC(=O)Nc2ccc3c(c2)OCCO3)cc1	653	13%	17	14	-7	-5%	1.1	i	0.7	-7%	-1.7%	9.2%
39	COC(=O)C(C)Sc1nc2c(c(=O)n1-c1ccccc1)SCC2 (stereo unspecified)	/	17%	-5	/	0	14%	1	i	0.6	2%	-0.8%	0.1%
40	CCC(=O)Nc1ccc(N2CCN(Cc3ccccc3)CC2)cc1	/	5%	1	/	3	4%	1.1	i	0.6	-8%	4.2%	2.8%
41	CC(C)CC(NC(=O)c1ccccc1)C(=O)OCC(=O)Nc1ccc(Br)cn1 (stereo unspecified)	617	0%	-11	21	-9	12%	1.1	i	7.5	12%	-0.1%	0.1%
42	O=S(=O)(c1ccc(Cl)cc1)n1ccc(-c2cccc(OCc3c(F)cccc3Cl)c2)n1	/	-1%	2	/	0	6%	1.1	i	0.2	3%	11%	-0.1%
43	COc1cc(NC(=O)CSc2ncnc3scc(-c4ccccc4)c23)c(C(=O)O)cc1OC	707	40µM*	-1	1	-1	-5%	1	i	1.0	-10%	3.7%	0.5%
44	CC(C)C(=O)Nc1ccc2nn(-c3ccccc3)nc2c1	657	7%	6	2	10	0%	1.1	i	0.2	4%	-1.5%	-0.1%
45	Cc1ccc(N/C(N)=N/c2nc(CSc3ccccn3)cc(=O)[nH]2)c(C)c1	700	-5%	-3	2	10	0%	1.4	i	0.5	8%	4.5%	-1.8%
46	O=C(Nc1nccs1)c1ccc(-c2ccc(F)cc2)o1	672	7%	-3	2	21	12%	1.1	i	0.4	10%	-2.4%	0.7%
47	CCOC(=O)CSc1nc(N)c(C(=O)Nc2ccc(N(C)C)cc2)s1	/	16%	-7	/	-3	14%	1	i	7.0	-3%	-4.1%	-1.1%
48	Cc1ccc(C(=O)n2nc(-c3ccco3)nc2N)cc1	/	15%	-5	/	-12	5%	1	i	0.8	6%	-0.9%	0.3%
49	O=C(CSc1n[nH]c(-c2ccncc2)n1)NCCc1ccccc1	728	14%	5	0	-2	1%	1.1	i	0.9	2%	-0.7%	0.3%
50	CS(=O)(=O)N1CCC(C(=O)NCc2ccc(F)cc2)CC1	686	12%	0	-9	1	-5%	1.1	i	0.0	-4%	0.6%	2.0%

Other records follow:
No.	SMILES	Lipid droplet cells 6.5 µM	M1AAP inhibition	WT yeast gro inh mutant strain	Lipid droplet	WT yeast gro inh	PMI inhibition	TNAP activators	Myeloid diff MLP	Myeloid diff MLP GFP+ MAC1+ %	PMI inhibitors	ER stress rescue	UTI89 phage lysis
51	O=c1c(-c2c(O)cc(O)c3c(=O)cc(-c4ccc(O)cc4)oc23)c(-c2ccc(O)cc2)oc2cc(O)cc(O)c12	739	12%	/	20	/	/	/	i	1.3	/	/	2.3%
52	C=CCNC(=O)CSc1nnc(-c2ccncc2)n1CCc1ccccc1	751	-3%	-14	28	-18	-3%	1.1	i	3.0	-3%	-1.6%	-1.1%
53	CC(C)(C)c1cc2cccnc2n1Cc1cccc(F)c1	/	-2%	22	/	18	17%	1	i	0.4	9%	3.3%	0.5%
54	CC(C)C(=O)NCCc1nc2ccccc2n1C	736	-2%	-3	-2	-18	-1%	1.1	i	0.3	-2%	-0.1%	-0.5%
55	Cc1ccc(-c2nc(C)sc2CC(=O)OCC(=O)Nc2cccc([N+](=O)[O-])c2)cc1	621	5%	10	2	14	-6%	1	i	0.3	7%	1.3%	-0.5%[50 µM]
56	CC(c1nc2ccccc2c(=O)[nH]1)N1CCN(C)CC1 (stereo unspecified)	721	4%	-13	-12	-26	-2%	1.1	i	1.2	6%	-1.9%	5.0%
57	O=C(N/N=C\c1cn[nH]c1-c1ccccc1)c1cccs1	721	9%	-6	28	-3	-9%	0.9	i	0.7	-5%	-1.6%	1.1%[50 µM]
58	N#Cc1ccc(COC(=O)Cn2nnc(-c3ccccc3)n2)cc1	732	2%	0	6	-6	8%	1	i	1.7	8%	-0.9%	2.7%
